Peg3 promoter – inhibitors of Peg3 promoter | inhibition, % at 20 µM | HeLa PEG-Prom luciferase reporter, luminescence, overnight | 1.7% of 360,000 active | AID 588405;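 active = inhibition of at least 50% at 20 µM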
PDI turbidity – inhibitors of human protein disulfide isomerase. P07237. PDI insulin aggregation turbidity, A650, 90 min. inhibition, % at 10 µM. 0.052% of 350,000 active;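 active = mean inhibition across replicates of 30% or more, whatever share of single replicates reach that level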;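 note: absorbance from insulin aggregation driven by PDI reduction with DTT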
hiPSC survival – enhancers of human iPSC single-cell survival. survival enhancement, % at 20 µM. hiPSC single-cell survival, ATPlite luminescence; 100% = ROCK inhibitor wells, 0% = DMSO. 0.044% of 360,000 active; in the data active = survival enhancement above about 18%;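 note: cells exposed to compounds for 16 hours before the ATP read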
CaV13 FRET inh – Disruptors of the CACNA1D IQ motif to Ca2+-dependent inactivation inhibitor domain association, primary screening, Förster resonance energy transfer in intact living …; HEK cells, CFP/YFP FRET ICDI-IQ, plate reader, 10 min; percent FRET-ratio fall versus neutral wells; AID 743397; 0.098% of 340,000 active; inhibition, % at 12.3 µM;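 active = mean replicate inhibition of at least 30% and at least 1% of replicates passing that level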;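 note: 0% = median of the neutral control wells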
NR2E3 ag-1 – agonists of human nuclear receptor NR2E3; AID 2300; 0.12% of 320,000 active; GST-NR2E3/biotin-RetCOR TR-FRET, 1536-well; Q9Y5X4; inhibition of corepressor binding, % at 4.78 µM;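 active = percent inhibition above the cutoff of mean plus 3 SD of all tested compounds, set per screening campaign, cut at about 20% in these data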;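 note: 0% = DMSO wells and 100% = biotin wells as full block of FRET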
Target sequence (Q9Y5X4 whole entry, looked up): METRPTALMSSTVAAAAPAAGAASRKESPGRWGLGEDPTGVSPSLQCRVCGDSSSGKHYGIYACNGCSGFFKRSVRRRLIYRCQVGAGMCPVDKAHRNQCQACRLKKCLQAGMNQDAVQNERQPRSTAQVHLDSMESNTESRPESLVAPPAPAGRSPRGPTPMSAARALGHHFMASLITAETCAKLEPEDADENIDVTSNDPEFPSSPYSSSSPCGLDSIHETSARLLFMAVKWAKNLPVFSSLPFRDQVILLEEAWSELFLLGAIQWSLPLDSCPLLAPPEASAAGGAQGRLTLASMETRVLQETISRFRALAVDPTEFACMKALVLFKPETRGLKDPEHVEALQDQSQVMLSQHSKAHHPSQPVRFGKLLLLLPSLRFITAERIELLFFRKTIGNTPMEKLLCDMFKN
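System: GST-tagged NR2E3 plus biotinylated RetCOR corepressor; Amount: 1.35 nM GST-tagged NR2E3 final; Dosing: single nominal compound dose of 4.8 µM; Schedule: 5 h incubation at 4 °C; Technique: TR-FRET with europium anti-GST and streptavidin-D2, 340 nm excitation; Controls: biotin wells as high control, 0.6% DMSO wells as low control.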
HIF-2a inh – HIF-2a inhibition; 786-0 RCC cells HIF-2a reporter, luciferase luminescence, overnight; inhibition, % at 18.8 µM; 0.72% of 360,000 active; AID 624352;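 active = inhibition of the luminescence signal of 40% or more relative to plate controls, in a single-dose primary screen at 18.75 µM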
MITF TRPM1 inh – MITF TRPM1 promoter inhibition in SK-MEL-5 cells | AID 488899 | 0.83% of 330,000 active | inhibition, % at 12.5 µM | SK-MEL-5 TRPM1 promoter luciferase, 24 h;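 active = mean inhibition across replicates of 60% or more, whatever share of single replicates reaches that level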; note: values of inactives mirror those of a sister screen read the other way
NR2E3 ag-2 – activates human NR2E3 receptor; Q9Y5X4; CHO-S Gal4-NCOR/VP16-NR2E3 two-hybrid, luciferase; inhibition of corepressor binding, % at 3.98 µM; 0.35% of 360,000 active; AID 602229;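 active = inhibition above the mean of all tested compounds plus 3 SD, cut at about 70% in these data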;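 note: 0% = DMSO with NR2E3 transfected cells and 100% = cells lacking NR2E3 construct; higher means lower luciferase signal from less NR2E3 corepressor binding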
HTR2A ag – agonists of mouse serotonin 5-HT2A receptor (HTR2A); CHO-K1 mHTR2A beta-arrestin complementation, luminescence; percent of 30 µM serotonin response; activation, % at 7.6 µM; 0.66% of 360,000 active;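 active = activation above a run cutoff, the mean activation of all tested compounds plus 3 SD, cut at about 14% in these data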;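 note: 0% = plate median of compound wells and 100% = 30 µM serotonin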
Target sequence (P35363 whole entry, looked up): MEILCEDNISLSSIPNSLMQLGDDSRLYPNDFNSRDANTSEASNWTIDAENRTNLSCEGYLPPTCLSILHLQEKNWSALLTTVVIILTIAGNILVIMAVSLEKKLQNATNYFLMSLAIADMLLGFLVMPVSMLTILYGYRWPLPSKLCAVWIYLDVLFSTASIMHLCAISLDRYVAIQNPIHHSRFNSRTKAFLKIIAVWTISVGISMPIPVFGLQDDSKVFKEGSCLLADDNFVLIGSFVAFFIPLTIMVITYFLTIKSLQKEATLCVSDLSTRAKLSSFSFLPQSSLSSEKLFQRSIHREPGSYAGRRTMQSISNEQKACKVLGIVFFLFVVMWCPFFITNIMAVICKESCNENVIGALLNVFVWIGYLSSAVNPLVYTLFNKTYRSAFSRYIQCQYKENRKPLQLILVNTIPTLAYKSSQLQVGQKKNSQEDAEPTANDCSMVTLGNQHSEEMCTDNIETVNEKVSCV
Cardio protect – protects H9c2 cardiomyocytes from peroxide injury | protection from H2O2 cell death, % at 20 µM | 0.63% of 360,000 active | H2O2 injury protection, ATPLite, 2 h;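 active = compounds giving at least 50% protection of heart cells from peroxide-induced death in the single-dose screen, raw or plate-pattern-corrected value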;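 note: 0% = DMSO wells with peroxide and 100% = DMSO wells without peroxide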
Shn3 3UTR inh – reduces Shn3 3'UTR luciferase signal in osteoblasts; 0.52% of 360,000 active; Clone20 osteoblast Shn3 3'UTR firefly luciferase, 24 h; inhibition, % at 12.5 µM;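 active = mean inhibition of at least 75% with every replicate also reaching 75%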;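 note: 0% = median of neutral control wells and 100% = pilot-screen positive control compound; some compounds past the cut are filed as inactive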
* hit, by the source's call; . = no result given.

SMILES	Peg3 promoter	PDI turbidity	hiPSC survival	CaV13 FRET inh	NR2E3 ag-1	HIF-2a inh	MITF TRPM1 inh	NR2E3 ag-2	HTR2A ag	Cardio protect	Shn3 3UTR inh
CC(C)OP(=O)(c1ccc(N(C)C)cc1)C(O)c1ccc(Br)cc1 (stereo not given)	9	-8	-0.2	-7	1	9	3	-2	3	-4	7
CCCN1CC(=O)N2C(c3cccc(OC)c3OC)c3[nH]c4ccccc4c3C[C@H]2C1=O (stereo not given in full)	14	2	0.2	-2	-4	6	4	5	0	4	10
CCN1C(=O)c2cccc3c(N)ccc1c23	-24	7	-0.7	6	-9	-42	-10	-27	0	-10	-23
COc1ccc(OC)c(NC(=O)NCCN2CCN(c3ccccc3)CC2)c1	10	-1	-0.2	-20	1	25	8	4	0	-4	1
Cc1ccsc1C(=O)N1CCC1(C)C(=O)NS(=O)(=O)c1ccccc1 (stereo not given)	15	2	4.0	-6	.	10	.	-18	5	-1	12
Cc1cc(=O)oc2cc(NC(=O)C(C)N3C(=O)C4CCCCC4C3=O)ccc12 (stereo not given)	-12	-2	1.7	-3	-1	-2	-3	-27	4	9	-4
O=C(Nc1ccc(C(=O)OC2CCCCC2)cc1)c1ccncc1	-21	-7	-0.5	-6	2	-24	8	-3	0	-16	13
CN(C)c1ccc(CNC(=O)C2(C)Cc3c(-c4cccc(C(N)=O)c4)ccnc3O2)cc1 (stereo not given)	0	2	-3.4	-5	.	15	.	14	-3	7	0
Cc1cc(C(C)(C)C)ccc1OC(=O)C1=CC=CN2CCS(=O)(=O)N=C12	-10	-12	1.3	-5	.	9	-10	5	0	8	-12
CCCCn1nc(C(=O)NCC2COc3ccccc3O2)c2ccccc2c1=O (stereo not given)	17	14	-0.4	-3	0	21	-3	-21	2	-1	16
N#C/C(=C\c1cccnc1)C(=O)Nc1ccc(S(N)(=O)=O)cc1	8	2	-0.5	-1	.	10	16	-1	1	9	-2
CC(=O)Nc1cccc(C(=O)NNC(=O)c2n[nH]c(=O)c3ccccc23)c1	-7	0	-0.4	-3	-2	18	-9	1	-5	4	1
c1ccc(Cc2nnc3sc(-c4ccncc4)nn23)cc1	-12	-2	4.6	-7	4	-5	-1	-4	-1	3	-1
COCCn1c(=NC(=O)c2nc3ccccc3s2)sc2cc(S(C)(=O)=O)ccc21	19	-1	-0.5	-6	-1	3	0	0	0	58*	40
Cc1sc2ncn(CC(=O)NCCCC(=O)N3CCN(c4ccccc4F)CC3)c(=O)c2c1C	2	-1	3.4	-7	3	11	14	16	-4	-3	18
Clc1ccsc1-c1ccc2ccccc2n1	-255	7	5.3	-3	4	-292	-57	-3	0	-12	-88
COc1cccc(NC(=O)c2cccc(S(=O)(=O)N3CCN(Cc4ccccc4)CC3)c2)c1	17	-7	0.1	-6	-1	-2	0	15	-8	-7	27
CCOC(=O)c1cc(CNC(=O)c2c(C)oc3c2CCCC3)c(C)o1	9	-6	-1.4	.	-2	0	8	17	5	-3	10
CCOC(=O)c1c(N2C(=O)Nc3ccccc3N2O)n[nH]c1-c1cccc(Cl)c1	4	-1	-2.6	-5	5	4	15	-16	-2	-1	-6
Cc1cc(C)cc(NC(=S)NCc2cccs2)c1	-3	-36	-0.9	-3	0	-40	-1	4	-1	7	-10
CCCNC(=O)C1(C)CCCN(C(=O)c2cc3ccccc3s2)C1 (stereo not given)	-4	-13	-0.7	-5	.	7	.	-16	-4	3	-36
Cn1ccc(NC(=O)c2ccc(Cl)cc2)n1	-104	4	-0.2	-17	-2	-149	-53	-28	7	5	-34
COCCCNC(=O)CSC1=Nc2ccccc2C2=NC(c3ccccc3)C(=O)N12 (stereo not given)	2	-4	-0.9	6	6	12	7	-42	-4	-4	4
COc1ccc(C(C)=O)cc1CN1C(=O)C(C)ON=C1c1cccc(C(F)(F)F)c1 (stereo not given)	7	0	-2.4	2	.	13	.	0	9	-3	2
COc1ccc(N2CCN(C(=O)NC(=O)c3ccc(Cl)cc3)CC2)cc1	10	-1	-0.4	-6	-2	-1	4	14	4	0	0
CCCN1C(=O)c2ccccc2NC1c1ccc(OC)cc1OC (stereo not given)	2	2	-2.2	.	-1	12	-3	-18	0	5	22
Cc1cc(Cl)ccc1NC(=S)NC(C)(C)C	26	-2	0.4	-7	0	19	-7	-19	-2	3	-3
CC(=O)N1CCN(S(=O)(=O)c2cccc(C(=O)NNC(=O)COc3ccc(F)cc3)c2)CC1	8	9	-0.1	-6	2	1	-4	11	0	10	2
Cc1ccc(C(=O)CSc2ccc(-c3cccnc3)nn2)cc1	-4	1	-0.3	-5	-1	-30	-8	-7	-2	-2	-3
O=c1[nH]c(SCc2cccc(Cl)c2)nc2ccccc12	14	4	-0.5	9	1	11	-5	-34	2	0	44
COc1ccc(CCN2CCCn3c2nc2c3c(=O)[nH]c(=O)n2C)cc1OC	14	-2	-0.5	-3	.	12	-17	-9	3	5	11
CC(C(=O)O/N=C(\N)c1cccnc1)c1ccc([N+](=O)[O-])cc1 (stereo not given)	9	1	0.6	-4	1	-6	-3	12	-1	10	2
O=[N+]([O-])c1cccc(-c2nnc3cccc(Cl)n23)c1	-14	-5	-0.3	-6	-3	-31	2	-31	9	2	8
O=C(N/N=C/c1ccc(-c2cccc([N+](=O)[O-])c2)o1)c1cccs1	-25	13	3.5	-13	1	-72	8	-34	-1	8	-26
O=C(O)c1ccc(N/N=C/C=C/c2ccccc2[N+](=O)[O-])cc1	-215	9	-0.1	-2	-7	-260	-113	-155	3	9	-64
Cn1nc(-c2ccc(NCCO)c([N+](=O)[O-])c2)c2ccccc2c1=O	12	-7	-1.5	7	0	11	12	-21	6	-1	0
COCCN(C(=O)COC(=O)c1cc(C)n(-c2ccccc2)c1C)c1c(N)n(Cc2ccccc2)c(=O)[nH]c1=O	-2	1	0.2	-5	-6	0	-2	-9	0	2	0
O=C(Nc1ccc(F)c(Cl)c1)c1ccccc1NC(=O)C1CCCCC1C(=O)O (stereo not given)	-35	10	-0.3	-5	.	-66	-27	-142	-2	2	-53
CN(C)C(=O)N1CCC(C(=O)NCC2CCCO2)CC1 (stereo not given)	-8	-1	0.3	-7	1	15	0	10	8	2	-16
CCN(CC)C(=O)Cc1cc(C(=O)O)c2ccccc2n1	-1	7	3.5	-5	-3	0	5	8	1	-1	-33
CCOC(=O)c1c(C)nc2sc3c(=O)n(-c4ccc(C(C)=O)cc4)cnc3c2c1-c1ccc(OC)cc1	-1	-6	-0.9	.	3	-14	15	-10	2	68*	11
OC[C@H]1O[C@H](OC[C@H]2O[C@H](OC[C@H]3O[C@H](O[C@]4(CO)O[C@H](CO)[C@@H](O)[C@@H]4O)[C@H](O)[C@@H](O)[C@@H]3O)[C@H](O)[C@@H](O)[C@H]2O)[C@H](O)[C@@H](O)[C@H]1O	-6	-12	0.2	-4	4	-2	3	-16	14	1	-22
CCOC(=O)CNC(=S)N(CCCN1CCN(C)CC1)Cc1cccs1	-2	-11	-0.4	-17	1	25	-9	-17	-7	0	13
Cc1cc(NC(=O)C2CCN(C(=O)c3ccco3)CC2)ccc1Br	-43	-4	0.2	-6	-4	-93	-35	-21	-13	-7	5
CCOc1cc(C(=O)N2CCN(C/C=C/c3ccccc3)CC2)cc(OCC)c1OCC	14	-5	0.1	-9	-1	6	-5	13	-4	3	22
COc1ccc(CCn2c(C)cc(C(=O)COC(=O)c3ccc(NC(=O)CC#N)cc3)c2C)cc1	-6	-1	0.4	.	2	0	-2	-3	4	10	2
COc1ccc(-c2cc(=O)oc3cc(OCC(=O)NCC4CCC(C(=O)O)CC4)ccc23)cc1 (stereo not given)	17	.	-1.4	.	-5	4	-3	-8	0	-1	-1
CN(C)Cc1c(C(=O)N/N=C/c2ccccc2OCc2c(F)cccc2Cl)nnn1-c1nonc1N	19	10	-0.3	-8	2	-19	12	0	-8	8	9
Cc1ccccc1OC1(C)CCN(Cc2ccc(-c3ccccn3)cc2)C1 (stereo not given)	3	-2	-2.8	-5	.	9	.	-28	-2	-3	-24
O=C1OCCN1N1CCOC1=O	-10	-2	-1.7	-6	.	-2	5	2	3	0	-11

By substructure: those above with a furan ring, fused or not
SMILES	Peg3 promoter	PDI turbidity	hiPSC survival	CaV13 FRET inh	NR2E3 ag-1	HIF-2a inh	MITF TRPM1 inh	NR2E3 ag-2	HTR2A ag	Cardio protect	Shn3 3UTR inh
CCOC(=O)c1cc(CNC(=O)c2c(C)oc3c2CCCC3)c(C)o1	9	-6	-1.4	.	-2	0	8	17	5	-3	10
O=C(N/N=C/c1ccc(-c2cccc([N+](=O)[O-])c2)o1)c1cccs1	-25	13	3.5	-13	1	-72	8	-34	-1	8	-26
Cc1cc(NC(=O)C2CCN(C(=O)c3ccco3)CC2)ccc1Br	-43	-4	0.2	-6	-4	-93	-35	-21	-13	-7	5

Further records:
SMILES	Peg3 promoter	PDI turbidity	hiPSC survival	CaV13 FRET inh	NR2E3 ag-1	HIF-2a inh	MITF TRPM1 inh	NR2E3 ag-2	HTR2A ag	Cardio protect	Shn3 3UTR inh
CC(=O)Nc1cccc(N2C(=O)CCC2=O)c1	4	7	1.7	.	3	15	0	11	-4	10	14
O=S(=O)(Nc1ccncc1Cl)c1cc(Cl)ccc1Cl	-4	1	3.3	-10	1	9	2	-4	-2	-6	-71
CCC(=O)c1ccc(OCC(=O)Nc2nc(C)cs2)cc1	-140	13	1.0	-5	.	-175	-43	-26	0	-2	1
CCOC(=O)[C@]12CCCC=C1N(Cc1ccc3c(c1)OCO3)C(=O)[C@H](CC(=O)NCc1ccc(C)o1)C2	.	.	-0.6	-8	.	16	.	-16	3	.	.
O=C(NC(=S)NC1C2CC3CC(C2)CC1C3)C12CC3CC(CC(C3)C1)C2 (stereo not given)	10	-1	-0.7	-14	5	18	-3	10	4	-13	-6
COc1ccccc1OCCC(=O)OCC(=O)Nc1ccc(Br)cc1F	2	2	-0.7	-3	7	16	-5	-2	-4	4	2
O=C(CCS(=O)(=O)c1cccs1)N1CCCC1	-117	-5	-1.6	-6	-1	-104	-42	-33	0	9	-37
CCCSc1nnc(-c2ccccc2NC(=O)CC)c(=O)[nH]1	-5	-10	-0.7	-4	2	-36	4	2	9	7	-2
Cc1nc2ccc(NC(=O)c3cccnc3)cc2s1	-30	6	0.1	-7	-2	-45	-14	-10	-1	-3	-18
CCn1cc([N+](=O)[O-])c(C(=O)Nc2ccc(Br)cn2)n1	-61	6	-2.1	-8	-1	-75	1	-25	0	7	-26
CCOC(=O)c1c(C)[nH]c(C)c1S(=O)(=O)NCC1CCN(Cc2cccc(Cl)c2)CC1	1	4	-0.3	-3	-1	1	-10	-8	-9	0	-3
COC(=O)c1ccccc1NC(=O)C/C(C)=N/NC(=O)Cc1ccc(Cl)cc1	2	17	3.2	-4	0	-3	0	-20	-2	-5	2
CC(C)NC(=O)/C(C#N)=C\c1ccc(N(C)C)o1	-65	2	5.1	-4	-13	-54	-12	-22	-6	8	-22
CCCCn1c(C)cc2cc(O)ccc21	15	-1	-1.5	.	0	15	11	-14	-1	-1	-4
